TNAP act hi DEA: activators of human TNAP at high phosphate acceptor concentration | P05186 | purified TNAP, CDP-star luminescence, 1 M DEA, 30 min; stronger effect = higher value; 0 = EDTA background, 1 = DMSO-only activity | activation factor at 20 µM | 200,000 tested, under 10 active | AID 1136;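 active means activation factor at least 2 at 20 µM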
Target sequence (P05186 whole entry, looked up): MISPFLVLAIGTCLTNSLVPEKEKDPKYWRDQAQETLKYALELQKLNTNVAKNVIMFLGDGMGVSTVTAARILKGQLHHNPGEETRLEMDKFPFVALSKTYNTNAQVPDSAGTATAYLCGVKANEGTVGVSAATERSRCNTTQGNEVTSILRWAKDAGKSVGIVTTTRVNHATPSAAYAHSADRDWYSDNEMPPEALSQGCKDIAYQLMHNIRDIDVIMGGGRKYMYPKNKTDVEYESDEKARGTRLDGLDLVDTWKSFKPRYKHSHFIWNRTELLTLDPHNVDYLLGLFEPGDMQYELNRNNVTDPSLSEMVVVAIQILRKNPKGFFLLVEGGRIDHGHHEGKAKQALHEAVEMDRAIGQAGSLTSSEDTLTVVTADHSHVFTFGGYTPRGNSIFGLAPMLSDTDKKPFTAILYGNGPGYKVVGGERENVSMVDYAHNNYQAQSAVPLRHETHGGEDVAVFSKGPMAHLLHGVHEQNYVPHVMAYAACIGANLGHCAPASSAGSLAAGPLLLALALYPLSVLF
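Control set: EDTA negative control, DMSO positive control / Assay system: human TNAP / Quantity: TNAP 1/800 final / Evaluation: TNAP activation factor scaled between EDTA and DMSO control wells / Measured by: luminescent substrate turnover signal / Compound dosing: one dose, 20 µM / Times: 30 min enzyme reaction at room temperature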
PPARg SRC-2 ag: agonists of SRC-2 recruitment by human PPARgamma | activation, % at 8 µM | P37231 | AID 1032 | PPARgamma LBD-SRC-2 recruitment, biochemical | hit rate 0.34% among 200,000; in the data active means activation above about 22%;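 further: 0% = vehicle and 100% = reference agonist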
Target sequence (P37231 whole entry, looked up, the tested form may be a part): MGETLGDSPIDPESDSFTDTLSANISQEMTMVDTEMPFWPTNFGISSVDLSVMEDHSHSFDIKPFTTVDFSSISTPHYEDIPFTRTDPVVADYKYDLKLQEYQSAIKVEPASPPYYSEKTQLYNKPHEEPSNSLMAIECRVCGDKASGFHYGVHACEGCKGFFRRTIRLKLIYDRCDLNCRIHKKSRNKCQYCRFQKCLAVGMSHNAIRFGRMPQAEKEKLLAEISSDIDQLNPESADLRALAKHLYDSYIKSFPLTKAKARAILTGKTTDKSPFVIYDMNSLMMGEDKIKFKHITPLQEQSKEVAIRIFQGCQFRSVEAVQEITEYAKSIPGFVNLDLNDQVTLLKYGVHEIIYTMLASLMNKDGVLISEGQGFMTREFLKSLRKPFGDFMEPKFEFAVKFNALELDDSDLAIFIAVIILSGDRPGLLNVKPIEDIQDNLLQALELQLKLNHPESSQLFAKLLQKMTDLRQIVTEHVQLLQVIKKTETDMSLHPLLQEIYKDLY
TR-FRET SRC-2 ct: TR-FRET artefact, counter-screen to PPARgamma/SRC-2 agonist assay | stronger effect = higher value | TR-FRET ratio at 8 µM | hit rate 0.4% among 200,000 | AID 1049; in the data active means TR-FRET ratio above about 2000; further: inactives centre near 1500
bIAP act: intestinal alkaline phosphatase (bovine) activation | purified bovine IAP, CDP-star luminescence, 30 min; stronger effect = higher value; fold of DMSO-control signal, blank-subtracted | activation factor at 20 µM | hit rate 0.17% among 200,000 | AID 1016;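 active means activation factor of 2 or more at 20 µM, a signal rise over negative controls twice the positive control's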
STAT3 act: STAT3 signaling activation; U3A cells, IL-6 STAT3-luciferase reporter, luminescence; 100% = signal with IL-6 EC80 alone; activation (% of control), % at 5.6 µM; hit rate 0.91% among 190,000; AID 871;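 active means activation above the screen-wide mean of compound activation plus 3 SD, cut at about 130% in these data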;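 further: 0% = background luminescence of wells with medium and substrate only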
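Material: STAT1-lacking human U3A cells, STAT3 luciferase reporter | Benchmarks: IL-6-only wells as 100% reference | Probe or stimulus: IL-6 (33 ng/mL) | Timing: Compound 1 h, then IL-6 6 h at 37 °C | Detection: Luminescence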
bIAP inhibitor: blocks bovine intestinal alkaline phosphatase activity; AID 1019; 190,000 tested, under 10 active; inhibition, % at 20 µM; purified bovine IAP, CDP-star luminescence, 30 min;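 active means over 50% inhibition of intestinal alkaline phosphatase at 20 µM in the single-dose screen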
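Incubation: 30 min reaction at room temperature / Material: purified bovine intestinal alkaline phosphatase (IAP) enzyme / Input: enzyme at 1/65,000,000 dilution / Dosing: 20 µM single dose / Signal: CDP-star luminescence signal / Reagent: CDP-star chemiluminescent phosphatase substrate, 30 µM final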
STAT3 blocker: inhibitors of IL-6 induced STAT3 signaling; AID 862; U3A cells, IL-6 STAT3-luciferase reporter, luminescence; host cell line lacks STAT1; inhibition, % at 5.5 µM; hit rate 0.89% among 190,000;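 active means inhibition above the mean inhibition across all screened compounds plus 3 SD, cut at about 44% in these data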;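 further: 0% = DMSO only wells and 100% = 100 µM nifuroxazide control wells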
ROMK mod: modulates human ROMK potassium channel activity; P48048; Tet-inducible ROMK, thallium flux fluorescence; actives lie on both sides; B-score at 10 µM; hit rate 2% among 130,000;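 active means signal ratio slope over the read window, or its plate-corrected B-score, at least 3 SD from the plate mean, either direction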;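 further: B-score of the F/F0 ratio slope over 7 to 12 s after thallium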
STAT1 blocker: inhibitors of IFN-gamma induced STAT1 signaling; NIH 3T3 STAT1-luciferase reporter, luminescence; inhibition, % at 5.5 µM; hit rate 0.35% among 200,000; AID 920;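 active means inhibition above a set limit, the mean inhibition across all tested compounds plus 3 SD, cut at about 34% in these data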;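 further: 0% = IFN-gamma with DMSO and 100% = IFN-gamma with 300 µM nifuroxazide; values of inactives mirror those of a sister screen read the other way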
PPARg SRC1 recr: agonists of human PPARgamma SRC-1 coactivator recruitment. PPARgamma-SRC-1 coactivator recruitment biochemical assay. activation, % at 8 µM. hit rate 0.41% among 200,000. AID 631; in the data active means activation above about 19%;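 further: 0% = DMSO and 100% = reference agonist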
PPARg SRC3 recr: agonists of human PPARgamma SRC-3 coactivator recruitment; P37231; activation, % at 8 µM; biochemical PPARgamma/SRC-3 coactivator recruitment assay; hit rate 0.26% among 200,000; in the data active means activation above about 23%;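 further: 0% = DMSO and 100% = reference agonist; some compounds past the cut are filed as inactive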
Numbers without * were called inactive; x = not tested or not shown.

SMILES	TNAP act hi DEA	PPARg SRC-2 ag	TR-FRET SRC-2 ct	bIAP act	STAT3 act	bIAP inhibitor	STAT3 blocker	ROMK mod	STAT1 blocker	PPARg SRC1 recr	PPARg SRC3 recr
CC1(C)CC(=O)C2=C(C1)OC1=C(C(=O)CC(C)(C)C1)C2c1ccc(O)c([N+](=O)[O-])c1	0.9	2	1400	1.1	103	-10	3	0.1	-6	0	1
COc1ccc(C(=O)N2CCN(Cc3ccc4c(c3)OCO4)CC2)cc1[N+](=O)[O-]	1	-7	1376	1.2	91	-23	13	-1.3	1	1	1
O=C(NC(=S)Nc1ccc(N2CCOCC2)c(Cl)c1)C(c1ccccc1)c1ccccc1	1	11	1900	0.9	104	10	0	x	5	3	10
O=C(Nc1nnc(C2CC2)s1)c1ccncc1	1.1	4	1642	1	92	4	14	x	4	7	1
CCCC1S/C(=N/N=C/c2ccc(OC)cc2)N(Cc2ccc(OC)cc2)C1=O (stereo unspecified)	1.1	5	1520	0.8	98	20	6	x	-4	6	10
O=[N+]([O-])c1ccc(OCc2cccc(COc3ccc([N+](=O)[O-])cc3)n2)cc1	1.1	8	1610	0.9	96	8	5	-0.43	1	-5	2
Cc1noc(C)c1CSc1nnc2sc3ccccc3n12	1.1	4	1562	1	92	-2	15	x	-3	0	-2
S=C(NCc1ccccc1)Nc1ccc(Cl)cc1	1	-3	1457	0.9	103	12	-2	-1	5	-8	-4
Cc1nn2cc(-c3ccc(-c4ccccc4)cc3)nc2s1	1.1	-3	1392	0.9	70	11	41	x	-14	-2	2
CCOc1cccc(NC(=O)CSc2nc(C)c3c(c2C#N)CCCC3)c1	1.1	-4	1388	0.9	105	10	-1	x	4	6	-6
CCOC(=O)C1CCCN(C2CC(=O)N(c3cccc(C)c3)C2=O)C1 (stereo unspecified)	1.1	3	1529	0.9	103	10	4	-0.48	-2	4	-6
O=C1CCCc2ccccc2N1Cc1c(Cl)cccc1Cl	1	1	1582	0.9	95	11	11	x	4	0	6
CC1=NN(Cc2ccccc2)C(=O)/C1=C\c1ccc(N(C)C)cc1	0.9	-1	1399	0.6	103	39	4	x	0	12	15
CNc1c([N+](=O)[O-])cnn1-c1ccc(C)cc1	1	9	1564	0.9	99	6	5	x	-1	4	9
CCOc1ccccc1Nc1nnc(Cc2ccccc2Cl)c(=O)[nH]1	1	6	1720	0.9	104	9	1	x	-8	7	2
Nc1ccc2nc(SCc3cccc(F)c3)sc2c1	1	7	1625	0.7	109	30	-5	-1.3	-27	3	-1
O=C1C=C(c2ccccc2)C[C@H](c2cccs2)[C@H]1n1nnc([N+](=O)[O-])n1	1	12	1581	1.1	89	-15	16	-1.4	7	-3	-3
CC1CCc2nc(NC(=O)CSc3nc4ccccc4o3)sc2C1 (stereo unspecified)	1	2	1661	0.9	89	12	14	x	-27	6	-9
Cc1cc[n+](CC(=O)c2ccc(NC(=O)c3ccccc3)cc2)c2ccccc12	1	6	1701	1.1	93	-8	10	-0.0067	3	10	-4
CCC(=O)Nc1ccc(C(=O)CSc2nnc(-c3ccc(O)cc3)n2CC2CCCO2)cc1OC (stereo unspecified)	1	4	1539	1	103	4	0	x	0	6	4
CC(C)CN1C(=O)c2ccccc2C1(O)Cc1ccccc1 (stereo unspecified)	1	2	1606	1	103	3	-3	x	4	2	8
Cc1c(Cl)cccc1NC(=S)N1CCN(C(=O)C2CCCO2)CC1 (stereo unspecified)	1	2	1558	1	99	1	-3	x	6	0	0
CCCS(=O)(=O)NCCc1cc2cc(C)c(C)cc2[nH]c1=O	1	-1	1445	1	98	5	6	x	-6	-1	-19
NC(=NC1CCCCC1)c1ccc([N+](=O)[O-])cc1	1.2	7	1464	1	95	2	11	0.21	-5	-2	1
Cc1cccc(N2CCN(Cc3cc(=O)n4ccsc4n3)CC2)c1C	1.1	-4	1468	1	98	-1	6	x	10	4	8
Going on with the list:
SMILES	TNAP act hi DEA	PPARg SRC-2 ag	TR-FRET SRC-2 ct	bIAP act	STAT3 act	bIAP inhibitor	STAT3 blocker	ROMK mod	STAT1 blocker	PPARg SRC1 recr	PPARg SRC3 recr
O=C(Nc1ccccc1C(=O)N/N=C/c1ccco1)c1ccc(Cl)cc1	1	0	1639	0.7	118	27	-24	x	4	9	2
C/C(CC(=O)Nc1ccc2c(c1)OCCO2)=N\NC(=O)c1ccccn1	1	-5	1400	1.1	97	-10	11	0.31	-29	-1	1
NCCc1ccc(O)c(O)c1	0.9	-3	1658	0.9	94	13	9	1	-2	3	-2
CCOC(=O)C1=C(COc2ccc(C)cc2)NC(=O)NC1c1cc(C)ccc1C (stereo unspecified)	1	5	1584	1.3	105	-25	-11	x	-6	4	0
COc1ccc(CSc2nc(C)cc(C)c2S(C)(=O)=O)cc1	1	11	1693	1.1	100	-9	1	1.1	6	5	5
CN1C(=O)C2ON(c3ccccc3)C(c3cccs3)C2C1=O (stereo unspecified)	1	-9	1489	0.9	104	12	-2	0.54	-3	4	-1
O=C1C(Cc2ccc(F)cc2)SC(=Nc2ccccc2)N1c1ccccc1 (stereo unspecified)	1	11	1543	1	108	0	-11	x	4	7	3
Cc1ccc(C)c(Nc2ncnc(N)c2[N+](=O)[O-])c1	1.1	-6	1452	1	93	1	11	x	5	-5	1
COc1ccc(-c2cc(C(F)(F)F)n3nc(C(=O)NCCCn4ccnc4)cc3n2)cc1	1	-6	1495	1.2	92	-20	10	-0.69	-1	4	4
C/C(=C\C(=O)c1ccc(C)o1)Nc1ccc(C(=O)O)cc1C	1.1	-2	1369	0.9	100	8	2	x	5	-6	-1
CCOc1cc(/C=C(\C#N)c2nc(-c3cccs3)c(NC(C)=O)s2)ccc1O	0.5	8	1588	1.1	98	-11	0	-2.6*	4	2	3
Cc1ccc(S(=O)(=O)Cn2nnnc2CN(Cc2ccco2)CC2CCCO2)cc1 (stereo unspecified)	1.1	2	1458	1	97	2	9	x	-6	0	-12
O=C(C1=C[C@@H](c2ccc(C(F)(F)F)cc2)C[C@@H](OCCCCO)O1)N1CCN(Cc2ccccc2)CC1	1.1	10	1446	1	x	1	x	x	0	-1	4
CCOc1cccc(-c2nnc3sc(COc4ccc(OC)cc4)nn23)c1	1	1	1599	0.9	100	10	5	x	1	5	1
COCCNC(=O)CN(CC1CCCO1)C(=O)CCC(=O)Nc1ccccn1 (stereo unspecified)	1.1	2	1636	0.9	100	11	2	1	-2	18	18
COc1ccc(CCNC(=O)c2nnn(-c3ccc4c(c3)OCCO4)c2N)cc1OC	1	6	1599	1	70	0	34	0.31	4	0	6
CCOC(=O)c1c(C#N)c(SCC(=O)Nc2ccc(OC)cc2)nc2c1CN(CC)CC2	1	-4	1406	0.9	98	8	4	x	-2	0	4
O=C(O)c1ccccc1NS(=O)(=O)c1cccc(C(F)(F)F)c1	1.1	-7	1373	0.9	107	12	0	x	-2	2	-2
COc1ccc(CNC(=O)CSc2nnnn2-c2ccccc2)cc1	1	-6	1584	0.9	108	12	-5	1	4	-6	-2
CCN1CCN(Cc2cc(=O)oc3cc4c(cc23)CCC4)CC1	1	-9	1694	1	102	4	3	0.77	0	7	7
CCOC(=O)/C(=N/Nc1ccc(C)cc1)S(=O)(=O)c1ccc(Cl)cc1	1	0	1494	0.9	113	7	-7	-0.4	-14	-3	-6
Cc1nn(C)c(C)c1S(=O)(=O)N1CCC(C(=O)NC2CCCCCC2)CC1	1	3	1571	1	98	2	2	x	-3	7	7
Cc1ccc(S(=O)(=O)N2CCCCC2)cc1NC(=O)CSc1ncnc2ccccc12	1	-2	1581	0.9	111	5	-8	-0.95	5	2	4
c1ccc2c(N3CCCCC3)ncnc2c1	1	1	1510	1	100	0	1	-0.42	8	-4	2
COCCN(CCOC)c1ncc(Cl)c(C(=O)c2c(C)cc3ccccn23)n1	1	3	1467	0.7	100	29	4	0.66	-2	10	2

Compounds from the list above containing a furan ring, fused or not, in the order listed:
SMILES	TNAP act hi DEA	PPARg SRC-2 ag	TR-FRET SRC-2 ct	bIAP act	STAT3 act	bIAP inhibitor	STAT3 blocker	ROMK mod	STAT1 blocker	PPARg SRC1 recr	PPARg SRC3 recr
O=C(Nc1ccccc1C(=O)N/N=C/c1ccco1)c1ccc(Cl)cc1	1	0	1639	0.7	118	27	-24	x	4	9	2
C/C(=C\C(=O)c1ccc(C)o1)Nc1ccc(C(=O)O)cc1C	1.1	-2	1369	0.9	100	8	2	x	5	-6	-1
Cc1ccc(S(=O)(=O)Cn2nnnc2CN(Cc2ccco2)CC2CCCO2)cc1 (stereo unspecified)	1.1	2	1458	1	97	2	9	x	-6	0	-12

(list continues)
SMILES	TNAP act hi DEA	PPARg SRC-2 ag	TR-FRET SRC-2 ct	bIAP act	STAT3 act	bIAP inhibitor	STAT3 blocker	ROMK mod	STAT1 blocker	PPARg SRC1 recr	PPARg SRC3 recr
CCN1CCN(c2cc(C)c3cc(NC(=O)c4cncc(Br)c4)ccc3n2)CC1	1	-1	1242	1.1	96	-7	8	1.7	-16	2	-1
Cc1nnc(SCC(=O)Nc2nccs2)n(N)c1=O	1.1	1	1506	1	107	-3	-2	0.72	5	1	0
CCSc1nnc(NC(=O)CCNS(=O)(=O)c2cc(Br)cnc2N)s1	1	-9	1324	1.3	98	-29	4	1.5	1	2	-5
CCOc1ccc(C(=O)NCC2CCCO2)cc1OCC (stereo unspecified)	1	7	1590	1.2	103	-17	2	0.38	-1	0	-5
CC(C)NS(=O)(=O)c1ccc(CCC(=O)NCc2ccncc2)cc1	1.1	-7	1556	1.3	99	-27	4	x	-7	0	2
COc1ccc(-n2c(=O)c3c4c(sc3n3c(C)nnc23)COC(C(C)C)C4)cc1 (stereo unspecified)	x	9	1510	x	91	x	14	-0.093	6	3	-1
CCOC(=O)COc1c(OC)cc(Cl)cc1C1Nc2ccccc2C(=O)N1c1cccc(C)c1 (stereo unspecified)	1	4	1661	0.9	96	5	7	x	1	3	16
S=C(NCCCN1CCOCC1)Nc1ccc(Cl)cc1	1	2	1599	1	96	3	5	0.4	3	-6	2
CC1(C)C2CCC1(CS(=O)(=O)Nc1ccc(S(=O)(=O)NC3CCCCC3)cc1)C(=O)C2 (stereo unspecified)	1	0	1607	0.9	90	12	15	x	3	-1	-2
O=C(Nc1ccc2c(c1)Cc1ccccc1-2)c1ccncc1	1	-1	1640	1.7	95	-66	8	x	-24	-4	-2
Cc1ccc(Cc2c(C)nc3nc(SCC(=O)NCCN4CCOCC4)nn3c2C)cc1	1	-1	1472	1.1	102	-9	4	-0.84	-8	4	-6
O=C(Oc1ccc([N+](=O)[O-])cc1)c1cccnc1	1	-11	1429	0.9	103	12	-5	x	-5	0	-1
Cc1cc(C)cc(-n2nnnc2SCC(=O)Nc2nc(-c3ccc(Cl)cc3)cs2)c1	1	2	1503	0.6	105	44	2	-1.4	2	-2	8
CCC(=O)Nc1nnc(SCC(=O)N2c3ccccc3CC2C)s1 (stereo unspecified)	1	-6	1508	1.1	103	-9	0	x	7	3	-2

Screening data as filed in PubChem BioAssay.
